Rad51 HR inh = blocks human Rad51 in homologous recombination; Q06609; hRad51 DNA strand exchange, fluorescence dequenching; inhibition, % at 10 µM; hit rate 0.085% among 200,000; AID 1385;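 active = inhibition above 40% at the single screening dose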;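 note: 0% = DMSO control wells and 100% = blanks with heterologous ssDNA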
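material = hRad51 filaments on single-stranded DNA | timing = filaments 15 min 37 °C, then compound 30 min | signal = FRET fluorescence dequenching, excitation 485 nm, emission 520 nm | benchmarks = control wells and blank wells on each plate | evaluation = percent inhibition relative to plate controls and blanks | compound = 10 µM final, single point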
Furin inh = inhibitors of human furin; hit rate 0.061% among 220,000; purified furin, fluorogenic substrate cleavage; AID 463115; inhibition, % at 30 µM; P09958; in the data active = inhibition above about 25%; note: inactives centre near -15
Target sequence (P09958 108-714 limits assumed): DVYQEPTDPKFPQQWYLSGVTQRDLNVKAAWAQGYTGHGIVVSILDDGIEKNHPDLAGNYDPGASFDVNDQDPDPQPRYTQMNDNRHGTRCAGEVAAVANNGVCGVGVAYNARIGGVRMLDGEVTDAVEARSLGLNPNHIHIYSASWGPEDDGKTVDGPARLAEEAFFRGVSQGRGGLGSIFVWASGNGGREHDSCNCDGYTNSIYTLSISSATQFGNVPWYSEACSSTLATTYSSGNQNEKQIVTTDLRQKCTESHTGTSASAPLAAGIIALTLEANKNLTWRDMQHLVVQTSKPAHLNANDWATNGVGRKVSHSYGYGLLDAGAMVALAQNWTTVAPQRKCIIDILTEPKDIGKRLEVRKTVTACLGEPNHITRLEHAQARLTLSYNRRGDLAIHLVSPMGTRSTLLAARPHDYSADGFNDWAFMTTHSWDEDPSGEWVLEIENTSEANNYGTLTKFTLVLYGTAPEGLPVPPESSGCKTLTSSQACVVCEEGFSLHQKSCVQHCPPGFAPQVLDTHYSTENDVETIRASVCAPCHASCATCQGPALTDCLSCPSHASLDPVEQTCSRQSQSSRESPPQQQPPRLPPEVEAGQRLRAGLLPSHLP
FXIIa inh = factor XIIa (human) inhibition | AID 800 | purified FXIIa, Boc-QGR-AMC fluorogenic substrate, 2 h | hit rate 0.3% among 220,000 | inhibition, % at 5 µM | P00748; in the data active = inhibition above about 40%;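 note: 0% = enzyme with no compound and 100% = blank without enzyme; many of its hits are not listed in these tables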
KCC2 mod = modulates chloride dependent transport by human KCC2. Q9H2X9. KCC2 cells, thallium flux FluoZin-2 fluorescence. B-score of Tl+ flux slope (higher = more flux/activation; lower = inhibition) at 10 µM. hit rate 2.2% among 190,000;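 active = thallium flux slope and its plate-corrected score both differing from the plate sample mean at a set confidence after two filtering rounds, in either direction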;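 note: slope of fluorescence scaled to starting intensity during 10 to 20 s after thallium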
PERK inh = inhibitors of human PERK kinase | Q9NZJ5 | CHO PERK-DD fusion, SEAP luminescence translation reporter | inhibition, % at 5.6 µM | hit rate 0.17% among 220,000 | AID 1416;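 active = inhibition above the mean inhibition of all tested compounds plus 3 SD, set separately per screening campaign, cut at about 2.9% in these data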;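 note: PERK kinase domain activated by AP20187 dimerizer at 100 nM; 0% = DMSO with dimerizer and 100% = rapamycin at 8.4 µM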
FXIa inh = blocks human coagulation factor XIa protease activity; inhibition, % at 5 µM; hit rate 0.14% among 220,000; purified FXIa, Boc-Glu-Ala-Arg-AMC fluorogenic substrate;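 active = inhibition of at least 40%; inactive = inhibition below 40%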;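 note: fluorescence of freed AMC excited at 355 nm; 0% = enzyme without compound and 100% = no enzyme blank; many of its hits are not listed in these tables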
m-calpain inh = blocks pig calpain II enzyme activity; purified calpain II, fluorogenic peptide substrate, 30 min; inhibition, % at 16 µM; hit rate 0.37% among 220,000; AID 1236;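 active = inhibition above about 50%, limit read from the data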
Thrombin inh = blocks human thrombin protease activity; P00734; alpha-thrombin, Boc-VPR-AMC fluorogenic substrate cleavage; inhibition, % at 5 µM; hit rate 0.26% among 220,000;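 active = inhibition at or above 40%; inactive = inhibition below 40%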;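 note: 0% = enzyme with no compound and 100% = wells without enzyme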
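System: human alpha-thrombin protein; Compound dosing: one concentration per compound, 5 µM, with 0.2% DMSO; Timing: reaction at room temperature; Technique: AMC fluorescence, 355/460 nm; Controls: enzyme without compound as high, wells lacking enzyme as low.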
hK5 inh = kallikrein 5 (human) inhibition; hit rate 0.59% among 210,000; Q9Y337; inhibition, % at 5 µM; AID 873; recombinant hK5, fluorogenic AMC substrate cleavage;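 active = inhibition of 40% or more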;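 note: 0% = enzyme controls without compound and 100% = no-enzyme blanks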
Target sequence (Q9Y337 67-293 limits assumed): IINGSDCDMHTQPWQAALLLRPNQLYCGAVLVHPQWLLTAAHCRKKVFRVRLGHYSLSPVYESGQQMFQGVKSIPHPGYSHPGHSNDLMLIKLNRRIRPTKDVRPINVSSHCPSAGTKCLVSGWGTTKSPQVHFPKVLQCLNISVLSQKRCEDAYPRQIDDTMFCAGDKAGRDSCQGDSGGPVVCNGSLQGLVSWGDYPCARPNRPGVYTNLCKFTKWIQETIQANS
Active calls of the source: *; i = inactive; . = not tested or not shown; [ ] = another dose, or the depositor's remark.

SMILES	Rad51 HR inh	Furin inh	FXIIa inh	KCC2 mod	PERK inh	FXIa inh	m-calpain inh	Thrombin inh	hK5 inh
Clc1ccccc1CN1CCN(c2ccccc2)CC1	9	-18[20 µM]	6	-1.4	-1.2	2	14	3	-19
C=C(C)c1cccc(C(C)(C)NC(=O)NC2CN3CCC2CC3)c1 (stereo not given)	1	-17	5	1.2	0.3	-1	-9	-3	1
Oc1c(Br)cc(Br)cc1Oc1ccc(Br)cc1Br	-1	-8	11	6*	1.4	3	4	5	-2
CCOC(=O)C(=O)NC1CCSC1=O (stereo not given)	-1	-21[20 µM]	9	0.13	1.4	-3	12	1	-3
Cn1c2ccccc2c2c(C(=O)N3CCC4(CC3)OCCO4)cn(C3CCCC3)c(=O)c21	3	-16[20 µM]	7	.	-1.6	0	-93	-3	-3
Cc1ccccc1-n1c(-c2ccoc2)nc2ccccc2c1=O	9	-21	-4	0.71	1.5	-7	4	1	-21
O=C1C2CCCN2C(c2cccnc2)N1c1ccc(Cl)cc1 (stereo not given)	-4	-18	15	0.18	0.6	7	4	0	-8
CCn1cc(C(=O)c2ccccc2)c2ccccc21	5	-14[20 µM]	14	0.07	0.3	6	10	-2	6
O=c1c2ccccc2nc(/C=C/c2ccc3c(c2)OCO3)n1-c1ccccc1	6	-14	11	0.84	0.0	3	3	-8	-6
CCOC(=O)N(CC)c1ccc(C(O)(C(=O)OC)C(F)(F)F)cc1 (stereo not given)	-6	-19[20 µM]	-3	-0.19	0.8	-6	12	-7	2
Cc1nc(SCc2c(Cl)cccc2Cl)nc(OC(=O)N(C)C)c1C	0	-17	3	-0.67	-0.8	-9	-10	-2	21
CC1C(C)N1CC(O)Cn1ccnc1[N+](=O)[O-] (stereo not given)	-19	9	2	-0.12	0.0	-3	24	-6	2
CN(C)CCN=Cc1c(O)n(CCC2=CCCCC2)c(=O)[nH]c1=O	0	-33	6	1.2	-0.2	-7	-43	-12	-17
CCOC(=O)c1ccc2[nH]c(-c3ccc(S(=O)(=O)F)cc3)cc(=O)c2c1	1	-5	3	-0.63	2.3	6	-18	5	-11
COc1cc(/C=C2\C(=O)NC(=O)N(c3ccc(C)cc3)C2=O)cc(OC)c1O	.	-15	7	0.3	0.9	-3	-23	0	.
CC1(C)C2SCC(=O)N2CCN1CC(=O)NN (stereo not given)	22	-20	10	-1.5	-1.1	1	28	2	-1
CN1CCN(c2nc(Cl)ncc2F)CC1	2	-16	-5	-0.098	1.4	-4	-25	-2	-13
CC/C(=N\Nc1ccccc1)c1c(O)n(-c2ccccc2)c(=O)[nH]c1=O	26	-20	13	-0.72	0.3	7	30	-1	-4
Cc1ccc(C(=O)C2CN3CCC2CC3)cc1 (stereo not given)	-7	-20[20 µM]	15	-0.64	0.5	7	17	2	9
Cc1ccc2c(c1)CC1(CN2C)C(=O)NC(=O)N(C(C)C)C1=O (stereo not given)	-17	-16[20 µM]	17	-0.64	1.1	6	-11	6	-17
N#Cc1c(/N=C/c2ccc(O)cc2O)sc2c1C1CCN2CC1	-93	-21	3	0.072	0.5	5	9	-7	-19
CCOC(=O)C1(CCc2ccccc2)CCN(Cc2ccco2)CC1	.	-25	6	0.5	0.1	-2	15	-2	-2
COc1ccc(CCNCc2ccc(OC)c(OC)c2OC)cc1	5	-19[20 µM]	16	2	-2.0	4	-11	5	0
O=C(COc1ccc(Cl)cc1)N1CCN(Cc2ccc([N+](=O)[O-])cc2)CC1	-1	-20	14	-1.9	-0.1	3	28	-12	-1
CN(C)C(Cc1ccc(C#N)cc1)C(=O)c1ccccc1 (stereo not given)	2	-13	7	0.12	0.2	1	-17	-14	0
COc1nc(NC(C)C)nc(NC(C)C)n1	0	-12[20 µM]	2	-0.013	1.2	-3	14	-1	-1
CN(C)CCN=Cc1c(O)n(-c2cccc3ccccc23)c(=O)[nH]c1=O	-10	-15[20 µM]	-4	0.024	-0.3	-7	5	-5	-2
CC(C)CCNC(=O)c1cc(C(=O)c2cc(F)ccc2O)cn(CCC(C)C)c1=O	3	-4	11	0.12	0.8	4	33	-3	8
CC(=NCc1cccnc1)c1c(O)n(Cc2ccccc2)c(=O)[nH]c1=O	-5	-12[20 µM]	13	-1	-1.3	3	-12	-1	-7
O=P(N1CCCCC1)(N1CCCCC1)C(Cl)(Cl)Cl	3	-10[20 µM]	-2	-0.8	0.6	-4	7	-4	7
CCn1c(C)c(C(=O)O)c2cc(OC)ccc21	-14	-14[20 µM]	12	-2.9	0.5	1	3	1	-17
CCN(CC)P(=O)(c1n(CC)cc[n+]1CC)N(CC)CC	-8	-29	11	0.54	0.2	3	0	1	4
Cc1ccccc1NC(=O)c1cc(-c2ccccc2)n(CCCN2CCOCC2)c1C	-14	-10	4	-1.1	-1.3	-23	2	-5	8
CCOCCN1CCN(c2nnc3n2-c2ccc(Cl)cc2C(c2ccccc2Cl)=NC3)CC1	.	1[20 µM]	5	-1.1	-0.7	6	-6	-4	0
COc1cccc(OC)c1C(=O)Nc1nc(N)n(-c2ccccc2)n1	-3	-30[20 µM]	4	.	0.5	6	-8	-2	-15
COc1ccc(O)c(CN2CCCC(C(=O)c3ccccc3SC)C2)c1 (stereo not given)	3	-15	4	0.023	-1.3	-5	-4	1	-32
CC(C)n1c(O)c(C2c3cc(Cl)ccc3Oc3[nH]c(=O)n(C(C)C)c(=O)c32)c(=O)[nH]c1=O (stereo not given)	8	-13	10	.	1.6	3	32	0	0
C=CCn1c(O)c(C(CC)=NC(C)c2ccccc2)c(=O)[nH]c1=O (stereo not given)	0	-4[20 µM]	1	0.074	-0.9	1	13	-5	5
O=C1NC(=O)C(CCc2ccncc2)(Cc2ccc3c(c2)OCO3)C(=O)N1CCc1ccccc1 (stereo not given)	6	-8[20 µM]	-9	.	-1.9	4	-31	9	2
CCc1ccccc1NC(=O)CNCc1ccccc1	5	-17	6	-0.48	-0.3	-6	-3	6	8
Cc1ccc(-c2nc3ccccc3c(=O)n2-c2ccccn2)cc1	7	-24	10	0.02	0.1	1	1	-3	-9
N[C@@H](Cc1c[nH]c2ccccc12)c1nnc(SCc2ccccc2F)o1	-9	-19	4	-1.2	-0.3	-8	5	-7	15
CNC(C(=O)c1ccccc1)C(OC)c1ccccc1 (stereo not given)	-3	-23	6	0.44	0.7	-2	5	1	-8
COCCN1C(=O)/C(=C/c2c(OC)cc(OC)cc2OC)C(=O)N(c2ccccc2)C1=O	-1	-20	6	-0.12	1.4	-4	-4	-2	3
CCCCn1c(O)c(C=NCCCn2ccnc2)c(=O)[nH]c1=O	2	-6	-2	1	-0.2	-4	-3	-3	-3
COCCCNC(=O)c1c(NC(=O)c2ccccc2Cl)n(Cc2ccccc2)c2nc3ccccc3nc12	-1	-16[20 µM]	-2	0.015	-0.1	-11	i	-3	-15
CCCCSC1=NN1c1nc(N)nc(C)c1CC	-2	1[20 µM]	14	0.039	-0.3	5	-33	5	4
Cc1c(C(=O)Nc2ccccc2)cc(-c2ccccc2)n1CCCN1CCOCC1	-15	1	4	0.75	-1.6	-11	15	-3	21
CCCC(=O)c1c(O)[nH]c(=O)[nH]c1=O	-6	-15	14	0.94	0.7	1	-3	-2	6
CC(C)(C)n1cc(C(=O)c2ccc3ccccc3c2O)cn1	4	-2	9	0.92	-0.4	-1	17	-6	-2

Compounds shown so far containing fluorine, in the order listed:
SMILES	Rad51 HR inh	Furin inh	FXIIa inh	KCC2 mod	PERK inh	FXIa inh	m-calpain inh	Thrombin inh	hK5 inh
CCOC(=O)N(CC)c1ccc(C(O)(C(=O)OC)C(F)(F)F)cc1 (stereo not given)	-6	-19[20 µM]	-3	-0.19	0.8	-6	12	-7	2
CCOC(=O)c1ccc2[nH]c(-c3ccc(S(=O)(=O)F)cc3)cc(=O)c2c1	1	-5	3	-0.63	2.3	6	-18	5	-11
CN1CCN(c2nc(Cl)ncc2F)CC1	2	-16	-5	-0.098	1.4	-4	-25	-2	-13
CC(C)CCNC(=O)c1cc(C(=O)c2cc(F)ccc2O)cn(CCC(C)C)c1=O	3	-4	11	0.12	0.8	4	33	-3	8
N[C@@H](Cc1c[nH]c2ccccc12)c1nnc(SCc2ccccc2F)o1	-9	-19	4	-1.2	-0.3	-8	5	-7	15

Other entries follow.
SMILES	Rad51 HR inh	Furin inh	FXIIa inh	KCC2 mod	PERK inh	FXIa inh	m-calpain inh	Thrombin inh	hK5 inh
CCOC(=O)c1ccc(N2C(=O)CC(N3CC=C(c4ccc(F)cc4)CC3)C2=O)cc1 (stereo not given)	0	-18[20 µM]	13	1.2	0.5	12	-67	2	1
N#CCCn1cc(C(=O)NCc2ccccc2)c(-c2ccc3c(c2)OCCO3)n1	.	-23	11	-1.6	1.4	1	-17	3	.
NC(=O)CSc1nnc([C@@H](N)Cc2c[nH]c3ccccc23)o1	-6	-14[20 µM]	-8	1	-0.2	-10	4	-12	-17
c1ccc(C2NCc3ccccc3-n3cccc32)cc1 (stereo not given)	7	-22	9	0.48	-0.2	-1	-10	-5	-21
O=C1CSC2N1CCNC21CCCCC1 (stereo not given)	-7	-6	-6	-0.032	0.1	-7	-16	-3	-4
Cc1sc2nc(COC(=O)Cc3ccccc3)[nH]c(=O)c2c1C	-8	-17[20 µM]	-1	.	0.2	-4	-25	-7	-2
CN1C(=O)N(C)C(=O)C2(Cc3cc([N+](=O)[O-])ccc3N(C)C2)C1=O	5	-12	8	.	1.3	0	-12	-3	2
COc1ccc(OC)c(CN2CCN(C(=O)COc3cccc(C)c3)CC2)c1	-3	-19	6	.	-1.9	-6	4	-8	-3
Cc1ccc(OCC(=O)NCCN2CCN(C(=O)COc3ccc(C)cc3)CC2)cc1	5	-18[20 µM]	3	0.47	-0.8	7	-11	0	-14
CC1CN2c3ccc([N+](=O)[O-])cc3CC3(C(=O)N(C)C(=O)N(C)C3=O)C2C(C)O1 (stereo not given)	9	2	3	0.34	-1.0	-1	-18	-3	0
O=Cc1cn(Cc2cccc(F)c2)c2ccccc12	-1	-9	19	-1.3	-0.2	16	7	0	-14
Cn1c(O)c(C=NCCCC(=O)O)c(=O)n(C)c1=O	4	-15[20 µM]	16	0.89	0.7	8	-26	0	-15
NNc1n[nH]c(=S)n1N	12	-16	7	1.4	0.3	-8	-10	-3	-3
COc1cc2c(cc1OC)-c1c(OC)c(OC)cc3c1[C@H](C2)N(C)CC3	14	-15	5	-0.098	-0.7	-6	-8	-3	-15
O=C(c1cccc(Cl)c1)C1CCCN(Cc2ccon2)C1 (stereo not given)	-3	-14	2	.	0.0	-6	19	-16	-3
O=C(COc1ccc2ccccc2c1)N1CCN(CC2CC3C=CC2C3)CC1 (stereo not given)	-1	-4[20 µM]	-5	.	-1.2	-8	15	-7	7
O=C(c1ccncc1)C12CN3CN(CN(C3)C1)C2	.	15[20 µM]	10	0.45	-0.4	-5	-6	-8	-11
CCC(C)n1c(O)c(C=NCC2CCCO2)c(=O)[nH]c1=S (stereo not given)	.	0	6	0.08	-0.6	0	-8	-7	-4
COc1cc2c(cc1C=O)OCO2	1	-17	8	0.29	1.2	4	-9	-16	-4
CC(=NCc1cccnc1)c1c(O)n(-c2ccc(Cl)cc2)c(=O)[nH]c1=O	-1	-29	-2	0.16	2.1	2	-22	-8	4
CN[C@@H]1C[C@@H](c2ccc(Cl)c(Cl)c2)c2ccccc21	0	.	.	1.5	0.3	.	5	.	.
CCCS(=O)(=O)N1CCC(C(=O)N2CCC3(CC2)OCCO3)CC1	-2	-23	6	1.2	1.4	-9	-3	-5	-1
COc1ccc(C(=O)C2CCCN(C3CSCCSC3)C2)c(C)c1 (stereo not given)	0	-12	4	1.1	-1.3	-2	43	-1	12

Bioassay records (PubChem)

These rows are one share of the data. The share of hits here may be higher or lower than overall.
